GSK3B inh – human GSK3beta kinase inhibitors, primary screen, biochemical, cell-free homogeneous, HTS; GST-GSK3beta kinase, ADP-Glo luminescence, 60 min; active compounds read low; activity score (negative = inhibition), % at 10 µM; hit rate 0.038% among 300,000; AID 2097, 2009;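 active means more than half of replicate wells score below -50%, meaning over 50% inhibition versus plate controls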;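 further: 0% = median DMSO wells and -100% = median GW8510 positive control wells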
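Test system – GST-tagged human GSK3beta kinase, cell-free · Incubation – 60 min enzyme reaction, room temperature · Signal – ADP-Glo luminescence · Also added – peptide substrate and ATP at 25 µM · Controls – DMSO neutral wells and GW8510 at 20 µM as positive · Buffer or medium – Tris/MgCl2 kinase buffer · Measure – Luminescence-derived activity versus plate DMSO and GW8510 wells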
PolyA inhibitor – polyadenylation inhibitors in yeast reporter cells, primary screen, luminescence, S. cerevisiae; S. cerevisiae SKY197-pL101 polyadenylation reporter, beta-gal luminescence; efflux-impaired pdr1/pdr3 knockout yeast; score 100 = 6 SD above DMSO; calls only at 12 µM; hit rate 0.02% among 300,000;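 active means lowest replicate activity score at least 50, where 100 means six control SD above control mean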;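 further: yeast exposed to compound for 9 h at 30 °C; higher score means more reporter readthrough which indicates perturbed polyadenylation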
GSK3 alpha inh – blockers of GSK3A enzyme activity – biochemical, luminescence, cell-free homogeneous, HTS, primary screen | Glycogen synthase kinase-3 alpha (Homo sapiens), P49840 | GSK-3 alpha kinase, ADP-Glo luminescence, 60 min | inhibition, % at 10 µM | hit rate 0.1% among 320,000 | AID 2650, 2010;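 in the data active means inhibition above about 50%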;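 further: GST-tagged GSK-3 alpha with peptide substrate and 25 µM ATP; 0% = DMSO neutral wells and 100% = GW8510 positive control wells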
Target sequence (P49840 whole entry, looked up): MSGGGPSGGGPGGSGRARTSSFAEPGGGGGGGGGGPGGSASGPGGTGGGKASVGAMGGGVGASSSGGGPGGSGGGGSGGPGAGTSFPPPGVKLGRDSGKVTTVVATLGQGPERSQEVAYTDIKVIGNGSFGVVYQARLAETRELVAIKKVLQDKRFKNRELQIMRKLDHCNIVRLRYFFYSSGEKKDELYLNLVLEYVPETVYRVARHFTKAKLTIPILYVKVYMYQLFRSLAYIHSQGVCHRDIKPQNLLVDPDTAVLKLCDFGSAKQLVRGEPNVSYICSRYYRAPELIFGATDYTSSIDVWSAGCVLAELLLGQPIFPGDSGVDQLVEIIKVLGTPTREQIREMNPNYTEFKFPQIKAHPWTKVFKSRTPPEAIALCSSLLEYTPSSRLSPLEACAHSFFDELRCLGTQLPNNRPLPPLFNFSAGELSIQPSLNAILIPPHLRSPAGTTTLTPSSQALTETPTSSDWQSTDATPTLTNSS
KCNK3 inh – human KCNK3 channel inhibitors, primary screen, CHO cells, FluxOR thallium flux, B-score; FluxOR fluorescence; active compounds read low; B-score at 10 µM; Potassium channel subfamily K member 3 (Homo sapiens), O14649; hit rate 0.84% among 340,000;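 active means B-score under library mean minus 4 SD, starting fluorescence ratio at most library mean plus 5 SD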;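 further: more negative B-score means stronger inhibition of thallium flux through KCNK3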
Target sequence (O14649 whole entry, looked up): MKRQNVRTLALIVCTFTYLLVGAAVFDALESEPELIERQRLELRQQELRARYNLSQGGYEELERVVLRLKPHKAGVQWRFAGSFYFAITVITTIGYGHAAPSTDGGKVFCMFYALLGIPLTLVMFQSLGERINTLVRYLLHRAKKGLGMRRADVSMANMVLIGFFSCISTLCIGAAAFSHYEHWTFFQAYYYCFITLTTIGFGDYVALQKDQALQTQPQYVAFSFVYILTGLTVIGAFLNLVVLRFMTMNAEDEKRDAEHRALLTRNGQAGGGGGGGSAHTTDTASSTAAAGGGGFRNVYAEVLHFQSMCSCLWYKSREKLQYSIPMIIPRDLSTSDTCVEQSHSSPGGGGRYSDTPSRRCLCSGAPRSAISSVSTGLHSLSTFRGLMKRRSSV
DYRK1A inh – rat Dyrk1A kinase inhibitors, primary screen, biochemical, single point, plate reader; hit rate 0.43% among 310,000; ADP-Glo luminescence, NFATc1 peptide; inhibition, % at 12.5 µM; Dual specificity tyrosine-phosphorylation-regulated kinase 1A (Rattus norvegicus), Q63470; in the data active means inhibition above about 50%;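 further: plate controls were vehicle with enzyme for no effect and no enzyme for full effect; many of its hits are not listed in these tables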
* hit, by the source's call; i = inactive; . = not tested or not shown; & = joins results of further samples. The list is partial; count on the stated rates, not on these rows.

Order of results – DYRK1A inh	PolyA inhibitor	GSK3 alpha inh	GSK3B inh	KCNK3 inh
[1] COC(=O)C1=C(c2cccc(OCc3ccccc3)c2)C[C@@H]2CC[C@H]1N2C(=O)NNCc1ccccc1
→ -1	.	-2	.	i
[2] CO[C@@H]1C=CC23c4cc5c(cc4CO[C@]2(O)CN(C)[C@H]3C1)OCO5 (stereo partly drawn)
→ 0	.	-3	.	i
[3] COc1cccc(-n2nc(C(=O)N3CCC4(CC3)OCCO4)c3ccccc3c2=O)c1
→ 1	.	0	.	i
[4] O=P(C(=Nc1ccc(Cl)cc1)N1CCOCC1)(N1CCOCC1)N1CCOCC1
→ 0	.	-2	.	i
[5] COC(=O)C1=C(c2ccc(-c3ccccc3)c(F)c2)C[C@@H]2CC[C@H]1N2C(=O)NCCCOC(C)C
→ -1	.	-3	.	i
[6] N[C@@]1(C(=O)O)CC[C@@H](C(=O)O)C1
→ -4	.	1	.	i
[7] COC(=O)C1=C(c2c(C)noc2C)C[C@@H]2CC[C@H]1N2C(=O)NC(C)C
→ 2	.	-1	.	i
[8] COC(=O)C1=C(c2cc3ccccc3o2)C[C@@H]2CC[C@H]1N2C
→ 4	.	-1	.	i
[9] C[C@](N)(CCP(=O)(O)O)C(=O)O
→ 0	.	-1	.	i
[10] CC(C)(C)c1cc(C=C(C#N)C#N)cc(C(C)(C)C)c1O
→ 12	.	2	.	i
[11] CC(C)[C@H]1C(=O)N2CCC[C@H]2[C@]2(O)O[C@](NC(=O)[C@@H]3C=C4c5cccc6[nH]cc(c56)C[C@H]4N(C)C3)(C(C)C)C(=O)N12
→ 6	.	0	.	i
[12] COC(=O)C1=C(c2ccccc2OCc2ccccc2)C[C@@H]2CC[C@H]1N2C(=O)NCc1ccc(N(C)C)cc1
→ 1	.	0	.	i
[13] CC(C)(O)/C=C/C(=O)[C@](C)(O)C1[C@H](O)C[C@@]2(C)C3CC=C4C(C[C@H](O)[C@@H](O)C4(C)C)[C@]3(C)C(=O)C[C@]12C (stereo partly drawn)
→ -9	.	-4	.	i
[14] CCn1c(C(=O)N2CCC(C(=O)N3CCC4(CC3)OCCO4)CC2)cc2sccc21
→ 1	.	-1	.	i
[15] C[N+](C)(C)CC(=O)O
→ 4	.	-3	.	i
[16] COC(=O)C1=C(c2ccc(F)cc2F)C[C@@H]2CC[C@H]1N2C
→ -9	.	-2	.	i
[17] COC(=O)C1=C(c2ccc(OCc3ccccc3)cc2)C[C@@H]2CC[C@H]1N2C(=O)NCc1ccccc1
→ -2	.	-4	.	i
[18] CC(OC(=O)c1cn(C)c2ccccc12)C(=O)N1CCCC1 (stereo not drawn)
→ 3	.	0	.	i
[19] COC(=O)C1=C(c2ccc(C(C)=O)cc2)C[C@@H]2CC[C@H]1N2C(=O)NC1CC1
→ 2	.	-1	.	i
[20] O=[N+]([O-])c1ccc(Cl)c([N+](=O)[O-])c1
→ 11	.	-1	.	i
[21] C[C@]12CCC3C(CC[C@H]4C[C@H](O)CC[C@]34C)C1CC(=O)[C@@H]2O (stereo partly drawn)
→ -6	.	0	.	i
[22] COC(=O)C1=C(c2ccc(Cl)c(C(F)(F)F)c2)C[C@@H]2CC[C@H]1N2C(=O)N1CCC(O)(c2ccc(Cl)cc2)CC1
→ 5	.	-1	.	i
[23] CC(C)NC(C)Cc1ccc(I)cc1 (stereo not drawn)
→ 0	.	-3	.	i
[24] COC(=O)c1ccc(NC(=O)NC(=O)Oc2ccccc2)cc1
→ 9	.	1	.	i
[25] Cc1ccccc1NC(=O)Cc1nc(COC(=O)Cc2ccccc2)cs1
→ 12	.	-2	.	i
[26] COc1cc2c(cc1OC)C1[C@H]3C(=CC[C@H]1OC2O)CCN3C (stereo partly drawn)
→ 4	.	-2	.	i
[27] NCCc1c[nH]c2ccc(C(N)=O)cc12
→ 11	.	0	.	i
[28] COC(=O)C1=C(c2ccc(C(C)=O)cc2)C[C@@H]2CC[C@H]1N2C(=O)NCCOc1ccccc1Cl
→ -2	.	0	.	i
[29] COC(=O)C1=C(c2ccc(Cl)c(C(F)(F)F)c2)C[C@@H]2CC[C@H]1N2C(=O)NC1CC1
→ 5	.	-2	.	i
[30] CCCCCCC(C)(C)c1ccc([C@@H]2C[C@H](O)CC[C@H]2CCCO)c(O)c1
→ 6	.	5	.	-11*

Looked up by compound from the entries so far, five records:
Order of results – DYRK1A inh	PolyA inhibitor	GSK3 alpha inh	GSK3B inh	KCNK3 inh
[18] CC(OC(=O)c1cn(C)c2ccccc12)C(=O)N1CCCC1 (stereo not drawn)
→ 3	.	0	.	i
[23] CC(C)NC(C)Cc1ccc(I)cc1 (stereo not drawn)
→ 0	.	-3	.	i
[20] O=[N+]([O-])c1ccc(Cl)c([N+](=O)[O-])c1
→ 11	.	-1	.	i
[25] Cc1ccccc1NC(=O)Cc1nc(COC(=O)Cc2ccccc2)cs1
→ 12	.	-2	.	i
[17] COC(=O)C1=C(c2ccc(OCc3ccccc3)cc2)C[C@@H]2CC[C@H]1N2C(=O)NCc1ccccc1
→ -2	.	-4	.	i

Additional records.
Order of results – DYRK1A inh	PolyA inhibitor	GSK3 alpha inh	GSK3B inh	KCNK3 inh
[31] COC(=O)C1=C(c2ccc(OC)c(OC)c2)C[C@@H]2CC[C@H]1N2C(=O)NCc1ccco1
→ 1	.	0	.	i
[32] NNC(N)=O
→ 5	.	-1	.	i
[33] O=[N+]([O-])O[C@H]1CO[C@H]2[C@@H]1OC[C@H]2O[N+](=O)[O-]
→ -3	.	-1	.	i
[34] ClC1C(Cl)C(Cl)C(Cl)C(Cl)C1Cl (stereo not drawn)
→ 9&6	.	-2&-3	.	i
[35] COC(=O)C1=C(c2ccc(F)cc2OCc2ccccc2)C[C@@H]2CC[C@H]1N2C(=O)NCC1CC1
→ -1	.	-2	.	i
[36] NC(=O)CSP(=O)(c1ccccc1)c1ccccc1
→ -2	.	0	.	i
[37] O=C(c1ccc(CNS(=O)(=O)c2ccccc2)cc1)N1CCC2(CC1)OCCO2
→ -41	.	0	.	i
[38] COC(=O)C1=C(c2c(C)noc2C)C[C@@H]2CC[C@H]1N2C(=O)NC1CCCCC1
→ 11	.	0	.	i
[39] COC(=O)C1=C(c2ccc(F)cc2OCc2ccccc2)C[C@@H]2CC[C@H]1N2C(=O)NCCNC(C)=O
→ -2	.	-3	.	i
[40] CC1=CC(=O)C2=C(C)C[C@H](O)[C@@H]3[C@H](OC(=O)[C@H]3C)[C@@H]12
→ -4	.	-4	.	i
[41] C[C@]12CC[C@H](O)CC1=CCC1C2CC[C@@]2(C)C1C[C@@H]1CC(=O)O[C@@H]12 (stereo partly drawn)
→ -6	.	-1	.	i
[42] COC(=O)[C@@]1(Cc2ccc(F)cc2)[C@H]2c3cc(C(=O)N(C)C)[nH]c3C[C@H]2CN1C(=O)c1ccccc1
→ -3	.	-2	.	i
[43] C[C@]12CC[C@H](O)C[C@H]1CC[C@@H]1[C@@H]2CC[C@]2(C)[C@@H](C3=CC(=O)OC3)CC[C@]12O
→ -9	.	0	.	i
[44] COC(=O)C1=C(c2ccc(F)cc2OCc2ccccc2)C[C@@H]2CC[C@H]1N2C(=O)NCc1ccc2[nH]ccc2c1
→ -4	.	0	.	i
[45] C=CC[C@@H](C)CC(=O)C(CCCN=[N+]=[N-])SOOc1ccccc1 (stereo partly drawn)
→ 3	.	1	.	i
[46] COC(=O)C1=C(c2ccc(OC(F)(F)F)cc2)C[C@@H]2CC[C@H]1N2C(=O)N1CCC(O)CC1
→ 4	.	-2	.	i
[47] COC(=O)C1=C(c2cccc(OCc3ccccc3)c2)C[C@@H]2CC[C@H]1N2C(=O)NCCN1CCOCC1
→ -1	.	2	.	i
[48] C=C1C2C[C@@]3([C@@H]1O)[C@@H](C[C@@H]2O)[C@@]12C4[C@@H]3C[C@@H]1[C@@](C)(CC[C@@H]2O)CN4CC
→ 2	.	-2	.	i
[49] COC(=O)C1=C(c2ccc(OC(F)(F)F)cc2)C[C@@H]2CC[C@H]1N2C(=O)N1CCOCC1
→ -2	.	-1	.	i
[50] COC(=O)C1=C(c2ccc(-c3ccccc3)c(F)c2)C[C@@H]2CC[C@H]1N2C(=O)N1CCCCC1
→ 10	.	-2	.	i
[51] O=C1c2ccccc2C(=O)N1Cc1nc2ccccc2c(=O)n1-c1ccccn1
→ 4	.	-2	.	i
[52] CCCCCCCCC(=O)NCc1ccc(O)c(OC)c1
→ 8	.	-4	.	i
[53] COC(=O)C1=C(c2ccc(-c3ccccc3)c(F)c2)C[C@@H]2CC[C@H]1N2C(=O)NCc1cc(C)oc1C(F)(F)F
→ -2	.	-2	.	i
[54] C=C(C=O)CC1CC(O)[C@]2(C)OC3C[C@@H]4OC5C[C@]6(C)O[C@]7(C)CCC8OC9C[C@]%10(C)OC(/C(C)=C\CO)C(O)CC%10OC9CC(C)C8OC7CC6O[C@]5(C)C/C=C\C4OC3CC2O1 (stereo partly drawn)
→ -6	.	-2	.	i
[55] COC(=O)c1ccccc1-n1c(C)nc2ccccc2c1=O
→ -4	.	-3	.	i
[56] O=C(c1ccc2nc3ccc(Cl)cc3c(=O)n2c1)N1CCC2(CC1)OCCO2
→ -1	.	0	.	i
[57] COC(=O)C1=C(c2ccccc2OCc2ccccc2)C[C@@H]2CC[C@H]1N2C(=O)NCc1ccc(Br)cc1
→ 3	.	-9	.	i
[58] COC(=O)C1=C(c2ccc3ccccc3c2)C[C@@H]2CC[C@H]1N2C(=O)NCc1ccco1
→ 0	.	-1	.	i
[59] Cc1nc2cc(C(=O)N3CCC4(CC3)OCCO4)ccc2n1-c1ccc(Br)cc1
→ 12	i	.	4	i

Part of the list above, with each value named:
(53) COC(=O)C1=C(c2ccc(-c3ccccc3)c(F)c2)C[C@@H]2CC[C@H]1N2C(=O)NCc1cc(C)oc1C(F)(F)F
  DYRK1A inh = -2	PolyA inhibitor = .	GSK3 alpha inh = -2	GSK3B inh = .	KCNK3 inh = i
(54) C=C(C=O)CC1CC(O)[C@]2(C)OC3C[C@@H]4OC5C[C@]6(C)O[C@]7(C)CCC8OC9C[C@]%10(C)OC(/C(C)=C\CO)C(O)CC%10OC9CC(C)C8OC7CC6O[C@]5(C)C/C=C\C4OC3CC2O1 (stereo partly drawn)
  DYRK1A inh = -6	PolyA inhibitor = .	GSK3 alpha inh = -2	GSK3B inh = .	KCNK3 inh = i
(55) COC(=O)c1ccccc1-n1c(C)nc2ccccc2c1=O
  DYRK1A inh = -4	PolyA inhibitor = .	GSK3 alpha inh = -3	GSK3B inh = .	KCNK3 inh = i
(56) O=C(c1ccc2nc3ccc(Cl)cc3c(=O)n2c1)N1CCC2(CC1)OCCO2
  DYRK1A inh = -1	PolyA inhibitor = .	GSK3 alpha inh = 0	GSK3B inh = .	KCNK3 inh = i

Source: PubChem BioAssay (several laboratories)
